# TbREL1 primary: TbREL1 inhibition, primary screen; inhibition, % at 9.66 µM; TbREL1 RNA ligation, FRET fluorescence; P86926; 89,000 tested, 0.49% active;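 active = inhibition above the mean inhibition across all screened compounds plus 3 SD, cut at about 11% in these data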;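 also: 0% = plate median of test wells and 100% = NSC42067 control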
# Target sequence (P86926 whole entry, looked up): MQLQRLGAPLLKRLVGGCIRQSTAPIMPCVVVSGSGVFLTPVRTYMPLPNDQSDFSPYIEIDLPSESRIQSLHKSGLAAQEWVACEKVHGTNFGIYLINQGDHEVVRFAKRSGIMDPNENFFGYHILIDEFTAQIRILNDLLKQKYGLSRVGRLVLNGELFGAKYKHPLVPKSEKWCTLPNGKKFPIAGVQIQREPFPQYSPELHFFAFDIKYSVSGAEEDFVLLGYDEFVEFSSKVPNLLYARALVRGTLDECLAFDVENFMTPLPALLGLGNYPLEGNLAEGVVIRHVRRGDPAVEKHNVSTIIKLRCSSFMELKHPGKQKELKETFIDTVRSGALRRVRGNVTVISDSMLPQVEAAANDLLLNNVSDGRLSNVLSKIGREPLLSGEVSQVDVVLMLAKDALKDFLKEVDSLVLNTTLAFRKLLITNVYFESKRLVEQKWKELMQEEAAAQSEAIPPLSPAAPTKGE
# The depositor's hits bear a star.
SMILES,TbREL1 primary
COc1ccc(S(=O)(=O)NCC(c2cccnc2)N2CCN(c3ccccc3OC)CC2)cc1C (stereo not given),1
COc1ccc(Nc2c3c(c(C#N)c4nc5ccccc5n24)CCC3)cc1,-1
O=C(NC(=S)Nc1ccc2nc[nH]c2c1)c1ccccc1,-2
O=C1ON=C(c2ccccc2)/C1=C/c1ccc(-c2ccccc2[N+](=O)[O-])o1,-1
O=S1(=O)CCO[C@H]2Cc3ccccc3[C@H]2N1Cc1ccccc1,-1
O=C(Nc1ccc(Cl)cc1Cl)c1ccc(-c2ccccc2)cc1,4
C=CCOc1cccc(C2C(C(=O)c3ccco3)=C(O)C(=O)N2CCN2CCOCC2)c1 (stereo not given),-2
Cc1onc(-c2ccccc2Cl)c1C(=O)NCCn1ccc2ccccc21,-4
Cc1cccc(NC(=O)Cn2nnc(-c3ccccc3F)n2)c1C,0
Cc1cccc(-c2ocnc2C(=O)Nc2ccccc2NC(=O)c2ccccn2)c1,4
CC(C)(C)OC(=O)C[C@H]1C/C=C\C[C@H](CC(=O)N[C@H](CO)Cc2ccccc2)C(=O)N2CCC[C@H]2COC1=O,1
CCN(c1ccccc1)S(=O)(=O)c1ccc(C(=O)NCC(c2ccccc2OC)N2CCCC2)cc1 (stereo not given),3
O=c1oc(C2(O)CCCCC2)cc2ccc(-c3ccc4[nH]ccc4c3)cc12,0
C=CCn1c(C)cc(C(=O)COc2ccc(S(=O)(=O)N3CCCC3)cc2[N+](=O)[O-])c1C,3
COc1ccccc1NC(=O)c1cc2c(s1)-c1ccccc1S(=O)(=O)C2,-1
O=C(CSc1nc2ccccc2c(=O)n1-c1ccccc1)Nc1ccc2c(c1)CCC2,1
COc1ccccc1N(CC(=O)NCC1CCCO1)C(=O)CNS(=O)(=O)c1ccc(C)cc1 (stereo not given),6
COc1ccc(C(C)(C)C)cc1NC(=O)COC(=O)c1ncc(Cl)c(Cl)c1Cl,0
CCCCCCC(=O)NN1CCN(C)CC1,-2
Cc1c(C(=O)NC2CCCCC2)oc2ccc(F)cc12,1
CCOC(=O)c1cc(C#N)c(N2CCN(c3ccccn3)CC2)nc1-c1ccccc1,-3
CC(CCc1ccccc1)NC(=O)c1ccc(NC(=O)c2ccc(Cl)cc2Cl)cc1 (stereo not given),5
CC(=O)NC(c1cccc(F)c1)c1nc(-c2cc3ccccc3o2)cs1 (stereo not given),0
Cc1ccc(/C=C2\SC(=S)N(CCCC(=O)NNC(=O)c3ccccc3O)C2=O)cc1,-3
O=C(NCc1cc(C(F)(F)F)cc(C(F)(F)F)c1)C1CC(c2cccc(F)c2)=NO1 (stereo not given),-1
CCc1ccc(C(=O)CSc2n[nH]c(C)n2)cc1,2
COC(=O)c1ccc(NS(=O)(=O)c2c(C)[nH]c(C)c2C(=O)N2CCCC2)cc1,0
Cn1c(N2CCCCC2)nc2c1c(=O)[nH]c(=O)n2C,0
O=C(NCc1ccccc1)C(c1ccc(-c2ccccc2)cc1)N1CCN(CCN2CCOCC2)CC1 (stereo not given),-4
Cc1ccc(C(=O)NC(=S)Nc2cccnc2Cl)cc1,-1
CCNC(=O)N1CCN(S(=O)(=O)c2ccc3c(c2)OCCCO3)CC1,-2
Cc1csc2ncnc(N3CCN(C(=S)Nc4ccc(F)cc4F)CC3)c12,-3
CCCc1nc2ccccc2c(=O)n1/N=C/c1ccccc1O,1
O=C(C[C@H]1C[C@H](C(=O)N2CCOCC2)[C@@]2(CCC3CCCC3)c3[nH]c4ccc(Cl)cc4c3CCN2C1=O)NCCN1CCOCC1,4
Cc1cc(C(F)F)n2nc(C(=O)Nc3sc4c(c3C(N)=O)CCC4)nc2n1,2
O=C(COc1ccc(Cl)cc1)Nc1ncc([N+](=O)[O-])s1,-3
CCOc1ccccc1N1CCN(C(=O)c2cc3ccccc3cc2OC)CC1,-4
O=C(Nc1cccc(Oc2ccccc2)c1)C1Cc2c(-c3ccccc3)ccnc2O1 (stereo not given),7
O=C(COC(=O)C12CC3CC(CC(Br)(C3)C1)C2)Nc1cccc(S(=O)(=O)N2CCOCC2)c1,-3
CCCNC(=O)C(=O)NCCC1=CCCCC1,1

# Reformatted: entries from further up.
Structure | TbREL1 primary
CC(CCc1ccccc1)NC(=O)c1ccc(NC(=O)c2ccc(Cl)cc2Cl)cc1 (stereo not given) | 5
CC(=O)NC(c1cccc(F)c1)c1nc(-c2cc3ccccc3o2)cs1 (stereo not given) | 0
Cc1ccc(/C=C2\SC(=S)N(CCCC(=O)NNC(=O)c3ccccc3O)C2=O)cc1 | -3
O=C(NCc1cc(C(F)(F)F)cc(C(F)(F)F)c1)C1CC(c2cccc(F)c2)=NO1 (stereo not given) | -1
CCc1ccc(C(=O)CSc2n[nH]c(C)n2)cc1 | 2
COC(=O)c1ccc(NS(=O)(=O)c2c(C)[nH]c(C)c2C(=O)N2CCCC2)cc1 | 0
Cn1c(N2CCCCC2)nc2c1c(=O)[nH]c(=O)n2C | 0
O=C(NCc1ccccc1)C(c1ccc(-c2ccccc2)cc1)N1CCN(CCN2CCOCC2)CC1 (stereo not given) | -4
Cc1ccc(C(=O)NC(=S)Nc2cccnc2Cl)cc1 | -1
CCNC(=O)N1CCN(S(=O)(=O)c2ccc3c(c2)OCCCO3)CC1 | -2
Cc1csc2ncnc(N3CCN(C(=S)Nc4ccc(F)cc4F)CC3)c12 | -3
CCCc1nc2ccccc2c(=O)n1/N=C/c1ccccc1O | 1
O=C(C[C@H]1C[C@H](C(=O)N2CCOCC2)[C@@]2(CCC3CCCC3)c3[nH]c4ccc(Cl)cc4c3CCN2C1=O)NCCN1CCOCC1 | 4
Cc1cc(C(F)F)n2nc(C(=O)Nc3sc4c(c3C(N)=O)CCC4)nc2n1 | 2
O=C(COc1ccc(Cl)cc1)Nc1ncc([N+](=O)[O-])s1 | -3
CCOc1ccccc1N1CCN(C(=O)c2cc3ccccc3cc2OC)CC1 | -4
O=C(Nc1cccc(Oc2ccccc2)c1)C1Cc2c(-c3ccccc3)ccnc2O1 (stereo not given) | 7
O=C(COC(=O)C12CC3CC(CC(Br)(C3)C1)C2)Nc1cccc(S(=O)(=O)N2CCOCC2)c1 | -3
CCCNC(=O)C(=O)NCCC1=CCCCC1 | 1

# Continued:
SMILES,TbREL1 primary
c1ccc(CSc2ncccc2-c2nc3ccccc3[nH]2)cc1,2
CC(C)(C)C1CCc2c(sc(NC(=O)CSc3ncn[nH]3)c2C#N)C1 (stereo not given),-2
O=c1c2ccccc2nc(-c2ccccc2)n1CCCN1CCOCC1,1
CCCCc1ccc(NC(=O)Nc2c(C)n(C)n(-c3ccccc3)c2=O)cc1,5
COC(=O)c1ccc(NC(=O)CS(=O)(=O)Cc2ccccc2)cc1,4
COC(=O)CSc1nc(Cc2ccccc2)nc2ccccc12,-3
CCN(CC)S(=O)(=O)c1ccc(-c2nnc(SCC(=O)Nc3ccc(OC)cc3)o2)cc1,1
Cc1ccc(C)c(NC(=S)NCCN2CCOCC2)c1,-2
C=CCn1c(SCC(=O)NCc2ccccc2)nnc1-c1ccccc1O,-1
Cc1cccn2c(=O)c3cc(C(=O)N4CCN(C(=O)c5ccco5)CC4)n(C)c3nc12,-3
CCc1ccc(N2C(=O)CN(Cc3cccs3)C2=S)cc1,0
CCOC(=O)[C@@H]1[C@H]2COc3ccc(Br)cc3[C@H]2N2C(=O)N(c3ccc(Br)cc3)C(=O)[C@]12C,3
CN1C(=O)CC(C(=O)O)SC1=Nc1cc(Cl)cc(Cl)c1 (stereo not given),2
O=C(O)c1cccc(NS(=O)(=O)c2ccc(NC(=O)c3ccco3)cc2)c1,6
CN(C(=O)COc1ncnc2c1cnn2-c1ccccc1)C1CCCCC1,-1
COc1cccc(OC)c1OCCN(C)C,4
COc1ccc(OC)c(C(=O)CN2C(=O)NC(C)(c3ccccc3)C2=O)c1 (stereo not given),1
CCCn1c(=O)c(C(=O)NNS(=O)(=O)c2ccc(NC(=O)OC)cc2)c(O)c2ccccc21,-1
COc1cccc(CC(=O)Nc2nc(C)cs2)c1,1
O=C(Cn1c(=O)sc2ccccc21)Nc1ccc(S(=O)(=O)N2CCCC2)cc1,3
O=C(NCCN1CCN(C(=O)c2cccc(Br)c2)CC1)C(=O)NCc1ccccc1,-1
Cc1occc1C(=O)NNC(=O)Cc1ccccc1,1
Fc1ccc(NC2CCC23CCC(c2ccccc2)CC3)cc1C(F)(F)F (stereo not given),-1
CCOC(=O)c1ccccc1NC(=O)CSc1nnc(C(C)C)n1CC,-3
COc1ccccc1C(=O)O/N=C(/C)c1ccc(N2C(=O)C3CCCCC3C2=O)cc1 (stereo not given),2
COC(=O)c1ccc(S(=O)(=O)N(Cc2ccccc2)Cc2ccccc2)n1C,-1
Cn1ccnc1C1CCCCN1C(=O)c1cc(COc2ccc(F)cc2F)on1 (stereo not given),-8
CCCC1CCC2(CC1)CCC2OC(=S)Nc1ccc(Cl)cc1 (stereo not given),-3
Cc1cccc(-n2c(O)c(C=Nc3ccccc3)c3ccccc3c2=O)n1,-3
CCOC(=O)c1sc2ncnc(NCC(c3cccs3)N(C)C)c2c1C (stereo not given),-3
CCOC(=O)C1=CCN(S(=O)(=O)c2ccc(C)cc2)C1c1ccc(Cl)c(Cl)c1 (stereo not given),-2
O=C(Nc1ccc2c(c1)OCO2)c1ccc2c(c1)S(=O)(=O)c1ccccc1C2=O,-1
CC(C)(C)NC(=O)C(OC(=O)c1cccs1)c1ccccc1 (stereo not given),-2
CN(C)S(=O)(=O)N(CC(=O)Nc1ccc2ccccc2c1)c1ccccc1,0
COc1cccc(/C(C)=N/Nc2ccc(S(=O)(=O)N3CCCCC3)cn2)c1,0
CCn1c(CNC(=O)c2ccco2)nnc1SCC(=O)Nc1cc(F)ccc1C,2
O=C(Cc1ccccc1)N/N=C/c1ccccc1OCc1ccc(Cl)cc1,2
COc1ccc(OCCCC(=O)Nc2cccnc2)cc1,-5
O=C(OC1CCCCC1=O)c1cc(Cl)ccc1[N+](=O)[O-] (stereo not given),0
O=C(/C=C/c1ccco1)N(c1ccccn1)c1ccccn1,6
Cc1cc(NS(=O)(=O)c2ccc(NC(=O)/C=C/c3ccco3)cc2)nc(C)n1,2
CC(=O)Nc1ccc(-c2ccnc3c2CC(C(=O)Nc2ccc(C(C)C)cc2)O3)cc1 (stereo not given),2
O=C(CS(=O)(=O)Cc1ccccc1)N1CCN(c2ccccc2F)CC1,3
COc1cc(NC(=O)CN2C(=O)c3ccccc3Sc3ccc(C(=O)N4CCOCC4)cc32)cc(OC)c1OC,-3
CCC(=O)n1nc(-c2ccc(Cl)cc2)nc1N,1
CC(C)CC1Nc2ncnc(N3CCOCC3)c2N(Cc2ccc(Br)cc2)C1=O (stereo not given),1
CCN(CC)CCCn1c(=S)[nH]c2cc(OC)c(OC)cc2c1=O,0
COc1ccc2c(c1)c(C(=O)CN1CCN(C(=O)c3ccco3)CC1)c(C)n2C,2
Nc1cc(S(=O)(=O)Nc2ccc(Br)cc2)ccc1Cl,2
Cc1ccccc1NC(=O)c1cccc(S(=O)(=O)Oc2ccc([N+](=O)[O-])cc2)c1,-1
O=S(=O)(c1ccc(NCCc2c[nH]c3ccccc23)nc1)N1CCOCC1,-5
Cc1nc2scc(C)n2c(=O)c1S(=O)(=O)N1CCN(c2ccccc2)CC1,1
CC(C)COC(=O)CCNc1n[nH]c(=O)[nH]c1=O,5
O=C1C(=O)N(Cc2ccco2)C(c2cccc(Cl)c2)/C1=C(\O)c1ccc2c(c1)OCCO2 (stereo not given),1
COc1ccc(CCn2c(SCC(=O)Nc3cc(C)on3)nc3ccccc3c2=O)cc1OC,2
COc1cccc(-n2c(SCc3ccccn3)nc3c(c2=O)SCC3)c1,-1
Cc1ccc2nc(SCC(=O)Nc3ccc(F)cc3)nc(=O)n2c1,1
Cc1ccc(NC(=O)c2cc(-c3ccco3)on2)cc1,0
CNC(=S)N1CCN(S(=O)(=O)c2ccc3ccccc3c2)CC1,1
CCN1C(=O)CSc2ccc(C(=O)OC)cc21,6
# The listing continues:
SMILES,TbREL1 primary
COc1ccccc1NC(=O)Nc1cccnc1,-3
NC(=O)CC[C@@H]1NC(=O)[C@@H]2CCCN2C(=O)c2cc([N+](=O)[O-])cc(F)c2NCCC[C@@H](C(N)=O)NC1=O,0
Cc1nn(Cc2ccc(F)cc2)c(C)c1NC(=O)c1cc2ncc(Br)cn2n1,7
CSCCCNC(=S)N1CCc2ccccc2C1,-4
O=C(O)CC(=O)Nc1ccc(Oc2ccc(C(F)(F)F)cn2)c(Cl)c1,7
O=C(CSc1ncn[nH]1)Nc1cccc(S(=O)(=O)N2CCCCCC2)c1,1
COc1ccccc1C(C[N+](=O)[O-])c1c[nH]c2ccccc12 (stereo not given),1
COC(=O)c1cnn(-c2ccccc2)c1/C=N/NC(=S)Nc1ccc(Cl)cc1,-2
CCc1nnc(NC(=O)c2ccc(COc3ccccc3Cl)o2)s1,2
O=C1CCCN1CCC1CCN(C2CC(=O)N(c3ccc(F)cc3)C2=O)CC1 (stereo not given),3
COCc1cc(C)nc(N2CCN(Cc3ccccc3)CC2)c1C#N,1
C=CC[C@H]1C(C(=O)OCC)=CC[C@@H](c2ccccc2)N1S(=O)(=O)c1ccc(C)cc1,1
COc1ccccc1-n1cn[nH]c1=S,1
CCN(C(=O)CSc1nnc(-c2ccccc2F)n1N)c1c(N)n(Cc2ccccc2)c(=O)[nH]c1=O,-2
CC1(C)CCCC(C)(C)N1CC(O)COCCOc1ccc(Br)cc1 (stereo not given),2
O=C(CN(c1ccc(F)cc1)S(=O)(=O)c1ccc2c(c1)OCCO2)NCc1ccncc1,-2
O=C(NCC1CCCCC1)c1cccc(-c2ccc(O)cc2)c1,1
CCc1ccc(CCC(=O)Nc2nccs2)o1,-3
COc1ccc(CC(=O)Nc2c3c(nn2C(C)(C)C)CS(=O)(=O)C3)cc1,1
COc1cccc(C(=O)OCCCOC(=O)c2cccc(OC)c2OC)c1OC,-2
COc1ccc(C(=O)CN2CCN(c3ccc(F)cc3)CC2)cc1OC,3
CC(=O)c1ccc(N2CCN(CC(=O)Nc3ccccc3C(=O)NC3CC3)CC2)c(F)c1,-2
O=C(Nc1ccc2oc(-c3ccncc3)nc2c1)c1ccccc1F,-2
Cc1cc(=O)oc2cc(OC(=O)c3nn(C(C)C)c(=O)c4ccccc34)ccc12,1
Cc1cccc(NC(=O)Cn2nnc(-c3ccc(CN4CCCC4)cc3)n2)c1C,3
CCOc1ccc(N(C(C)=O)C2C=CS(=O)(=O)C2)cc1 (stereo not given),-2
CCc1nnc(NC(=O)c2cccc(S(=O)(=O)N3CC(c4ccccc4)CC3=O)c2)s1 (stereo not given),-3
COc1ccc(C2SCC(=O)N2c2ccc(C)cc2)cc1 (stereo not given),-4
Cn1c2ccc(F)cc2c2nnc(NN)nc21,1

# The list is partial (hit frequency here may not be typical).
